LYP phosphatase – inhibitors of LYP phosphatase, biochemical, fluorescence intensity, uHTS (AID 1779); recombinant LYP phosphatase, fluorescence intensity; higher % means a stronger effect; one-dose inhibition, % at 11.5 µM; IC50 in µM for titrated hits; 290,000 compounds, 0.054% hits; in the data active = inhibition above about 50%;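 note: plate controls were vehicle with enzyme for no effect and no enzyme for full effect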
AID2073 – disruptors of CaV2.2 binding to Mint1 – biochemical, HTRF (AID 2073) | one-dose inhibition, % at 20 µM; IC50 in µM for titrated hits | 290,000 compounds, 0.19% hits | HTRF protein-protein interaction, Mint1-CaV2.2; higher % means a stronger effect; in the data active = inhibition mostly above about 51%, no sharp cut-off; inconclusive = no clear call, values can overlap the other calls; inactive = mostly below about 53%; note: some results filed as inactive read as strong as hits
Dengue-2 NS5 capping – Dengue-2 NS5 methyltransferase inhibitors, primary screen, biochemical, confirmation dose response (AID 588689) | Dengue-2 NS5 methyltransferase capping enzyme assay, biochemical; higher % means a stronger effect | 340,000 compounds, 0.3% hits | inhibition, % at 25 µM, or IC50 in µM where a hit was titrated; in the data active = a potency from the dose series; inconclusive = inhibition above about 29% without an active follow-up result
Large T inhibition – TAg ATPase/helicase activity blockers – biochemical (AID 1903); SV40 large T antigen ATPase/helicase inhibition assay; higher % means a stronger effect; one-dose inhibition, % at 20 µM; IC50 in µM for titrated hits; 310,000 compounds, 0.39% hits; in the data active = a potency from the dose series; inconclusive = inhibition mostly from about 32% at the one dose, without a potency; inactive = the rest, 99 in 100 with inhibition below about 32%; note: strong numbers were not always called active
SIAH1 antagonists – blockers of Siah-1 interaction with plectin peptide – biochemical, fluorescence polarization, rhodamine-plectin, uHTS, primary screen (AID 1817). Siah-1 / rhodamine-plectin peptide fluorescence polarization; higher % means a stronger effect. one-dose displacement, % at 20 µM; IC50 in µM for titrated hits. 290,000 compounds, 0.02% hits;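 active = displacement of at least 50% at 20 µM, with a fluorescence ratio check between 0.3 and a set limit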;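 note: plate controls were Siah plus tracer with DMSO for no effect and tracer alone without Siah for full effect; strong numbers were not always called active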
MgcRacGAP inhibition – MgcRacGAP GTPase-activating activity inhibitors, confirmation, biochemical, ADP Hunter fluorescence; AID 624330; one-dose inhibition, % at 30 µM; IC50 in µM for titrated hits; 340,000 compounds, 0.6% hits; MgcRacGAP-stimulated Rac1 GTP hydrolysis, ADP Hunter fluorescence; higher % means a stronger effect; GST-tagged Rac1 F28L mutant substrate;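 active = first-screen hits whose inhibition reached a set limit at any dose in the follow-up dose series; inconclusive = inhibition above the set first-screen limit but never retested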;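 note: fluorescence reports GDP produced by GAP-driven GTP hydrolysis; strong numbers were not always called active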
XIAP displacement – XIAP antagonists, biochemical, IAP family, fluorescence polarization (AID 1018). 200,000 compounds, 0.007% hits. XIAP BIR domain, fluorescence polarization peptide displacement; higher % means a stronger effect. displacement, % at 20 µM; hits with a dose series show IC50 in µM; in the data active = displacement above about 50%; note: a part of the inactive calls stands beside numbers as strong as those of hits
RSV CPE inhibition – RSV antiviral activity via CPE protection, HEp-2 cells, primary 10 µM value included (AID 2391). HEp-2 cells, RSV-induced CPE inhibition; higher % means a stronger effect. one-dose CPE inhibition, % at 10 µM; IC50 in µM for titrated hits. 310,000 compounds, 0.13% hits; in the data active = a potency from the dose series; inconclusive = CPE inhibition mostly from about 23% at the one dose, without a potency; inactive = the rest, 99 in 100 with CPE inhibition below about 21%; note: strong numbers were not always called active
HIV fusion peptide – inhibitors of HIV fusion peptide binding, primary screen, biochemical, uHTS, fluorescence dequenching (AID 1986) | one-dose inhibition, % at 20 µM; IC50 in µM for titrated hits | 290,000 compounds, 0.3% hits | cell-free peptide binding, fluorescence dequenching, 30 min; higher % means a stronger effect; in the data active = inhibition mostly above about 52%, no sharp cut-off; inactive = mostly below about 76%; note: some results filed as inactive read as strong as hits
Dengue-2 NS5 capping pilot replicate – further read-out of Dengue-2 NS5 capping, marked with its call; inhibition, %; measured here: pilot screen replicate inhibition
The depositor's hits bear a star; u = inconclusive; x = no result given; & = joins results of further samples; ! = not active in a repeat.

SMILES	LYP phosphatase	AID2073	Dengue-2 NS5 capping	Large T inhibition	SIAH1 antagonists	MgcRacGAP inhibition	XIAP displacement	RSV CPE inhibition	HIV fusion peptide	others
O=C1c2ccccc2C(=O)N1CCc1csc(-c2cccc(Cl)c2)n1	-4%	-1%	3%	9%	4%	5%	-0.2%	3.3%	-1.6%	Dengue-2 NS5 capping pilot replicate=2.4
O=C1NC2=C(C(=O)OC2)C(c2ccc(OC(F)(F)F)cc2)N1 (configuration not stated)	-1%	-5%	-17%	11%	2%	12%	x	-0.3%	0.9%
CCc1nn(CCCC(=O)N2CCc3ccccc3C2)c(=O)c2cc3occc3n12	2%	-5%	4%	8%	-3%	9%	-5.9%	11%	7.9%
COc1ccc(OC)c(Nc2nc(NCc3ccco3)c3ccccc3n2)c1	-9%	5%	-1%	7%	-1%	11%	x	13%	0.4%	Dengue-2 NS5 capping pilot replicate=1.5
COCCCNC(=O)C1CCCCN1S(=O)(=O)c1ccc(F)cc1 (configuration not stated)	-6%	-2%	-6%	-1%	3%	5%	-5.6%	0.0%	1.9%
CCc1nc2ccccc2c(C(=O)O)c1C	4%	14%	-1%	-11%	0%	2%	-3.7%	1.5%	0.8%	Dengue-2 NS5 capping pilot replicate=-2.7
COc1cccc(C(=O)OCCCN(C)C)c1	0%	2%	-11%	-6%	0%	-7%	-0.4%	0.2%	2.3%
CCOc1ccc(-c2nn(-c3ccccc3)cc2/C=C2\SC(=S)N(C3CCS(=O)(=O)C3)C2=O)cc1 (configuration not stated)	-1%	23%	u	13%	0%	8%	-4.1%	5.2%	79%*
Cn1nccc1NS(=O)(=O)c1ccc(NC(=O)C(F)(F)F)cc1	-1%	8%	x	14%	4%	x	x	-0.1%	-1.5%
CCOc1ccccc1N1CSC2=C(C#N)C(c3c(OC)ccc4ccccc34)CC(=O)N2C1 (configuration not stated)	-5%	73%	15%	79µM*!	4%	16%	-1.6%	-0.1%	-0.7%
C/C(=N\NC(N)=S)C1(C)CC2(CC(C)(C)OC2=O)C(=O)O1 (configuration not stated)	-2%	0%	x	8%	4%	x	x	2.4%	-1.6%
CCOC(=O)C1=C(C)Nc2ncnn2C1c1cc(Br)ccc1F (configuration not stated)	3%	4%	-9%	9%	-1%	-5%	-4.4%	-2.1%	0.9%
O=C(CNC(=O)c1ccncc1)N/N=C/c1cc(Br)ccc1OCc1ccccc1	1%	19%	-2%	2%	-4%	9%	x	0.7%	1.5%
COCCNC(=O)C1CC(=O)N(c2ccc(OC)cc2)C1c1ccc(OC)cc1 (configuration not stated)	-5%	-3%	-4%	4%	2%	5%	-2.8%	-0.5%	2.4%
Cc1cc(SCC(=O)OCC(=O)NC(C)c2ccccc2)c(C)cc1Br (configuration not stated)	3%	-1%	-3%	5%	3%	4%	-4.3%	2.1%	5.4%
O=C1NC(=O)C2(CCc3ccccc32)N1 (configuration not stated)	-6%	1%	-1%	2%	7%	9%	-3.5%	-0.4%	-1.3%
CCCc1c2ccccc2nc2ccccc12	-4%	7%	-4%	22%	0%	12%	-0.5%	6.5%	0.7%
COC(=O)[C@H](Cc1c[nH]c2ccccc12)NC(=O)NCc1ccc(OC)c(OC)c1	-8%	2%	-5%	2%	-2%	5%	x	0.3%	-1.3%
CC1(C)C2CC[C@]1(C)C(=O)N(CCCCN1CCN(c3ccccn3)CC1)C2=O	-4%	12%	-1%	-9%	1%	10%	x	-1.3%	-1.9%
COc1cc(NS(=O)(=O)c2ccc3c(c2)oc(=O)n3C)cc(OC)c1OC	-11%	-2%	1%	0%	2%	3%	-2.7%	2.0%	-3.2%
COc1ccc(C(CNC(=O)Cc2ccc3ccccc3c2)N(C)C)cc1 (configuration not stated)	-6%	27%	3%	6%	0%	8%	x	-0.9%	4.5%
O=S(=O)(c1ccc(Br)cc1)N1CCCN(Cc2cccc(F)c2)CC1	-4%	6%	-2%	4%	8%	7%	-6.9%	2.6%	-2.3%
C=CCN=C1NN=C(c2ccc3c(c2)OCCO3)CS1	1%	21%	-5%	12%	14%	2%	-2.0%	-0.2%	-1.0%
O=C(c1ccc(OC2CCN(CCc3ccccc3)CC2)cc1)N1CCC(CO)CC1	-12%	u	3%	5%	-2%	-38%	x	1.0%	-1.1%
CC1CCN(CCCNC(=O)C2CCC(CNS(=O)(=O)c3cccc4nsnc34)CC2)CC1 (configuration not stated)	-8%	1%	-6%	-2%	-5%	-29%	x	1.1%	-1.9%

Gathered by group: the compounds so far with two or more sulfur atoms (two)
SMILES	LYP phosphatase	AID2073	Dengue-2 NS5 capping	Large T inhibition	SIAH1 antagonists	MgcRacGAP inhibition	XIAP displacement	RSV CPE inhibition	HIV fusion peptide	others
CCOc1ccc(-c2nn(-c3ccccc3)cc2/C=C2\SC(=S)N(C3CCS(=O)(=O)C3)C2=O)cc1 (configuration not stated)	-1%	23%	u	13%	0%	8%	-4.1%	5.2%	79%*
CC1CCN(CCCNC(=O)C2CCC(CNS(=O)(=O)c3cccc4nsnc34)CC2)CC1 (configuration not stated)	-8%	1%	-6%	-2%	-5%	-29%	x	1.1%	-1.9%

Grouped by structure: the entries above with a CF3 group.
SMILES	LYP phosphatase	AID2073	Dengue-2 NS5 capping	Large T inhibition	SIAH1 antagonists	MgcRacGAP inhibition	XIAP displacement	RSV CPE inhibition	HIV fusion peptide	others
O=C1NC2=C(C(=O)OC2)C(c2ccc(OC(F)(F)F)cc2)N1 (configuration not stated)	-1%	-5%	-17%	11%	2%	12%	x	-0.3%	0.9%
Cn1nccc1NS(=O)(=O)c1ccc(NC(=O)C(F)(F)F)cc1	-1%	8%	x	14%	4%	x	x	-0.1%	-1.5%

(list continues)
SMILES	LYP phosphatase	AID2073	Dengue-2 NS5 capping	Large T inhibition	SIAH1 antagonists	MgcRacGAP inhibition	XIAP displacement	RSV CPE inhibition	HIV fusion peptide	others
COc1ccc(C(=O)n2ncc(C#N)c2N)cc1	0%	4%	-3%	0%	0%	10%	-8.4%	x	-0.7%
Cc1ccc(CNC(=O)CCNC(=O)c2ccc(Br)o2)cc1	-3%	-2%	-2%	6%	0%	2%	-2.2%	-0.3%	3.4%
Cc1ccc(S(=O)(=O)N(C)C)cc1NC(=O)COC(=O)Cc1ccc(Br)cc1	1%	-3%	1%	0%	1%	2%	-4.5%	-0.5%	0.8%
O=[N+]([O-])c1ccc2c(c1)nc1n2CCCCC1	-1%	-1%	-3%	7%	2%	7%	0.9%	0.6%	-0.4%
CC1=C(C(=O)Nc2ccccc2)C(c2ccncc2)n2nnnc2N1 (configuration not stated)	x	x	-1%	7%	x	6%	x	-0.4%	x
O=C(COC(=O)c1cccnc1Cl)c1ccc2c(c1)OCCO2	-2%	-9%	-8%	-2%	-1%	4%	-7.6%	3.2%	-0.5%
N=c1c(C(=O)NCC2CCCO2)cc2c(=O)n3ccccc3nc2n1Cc1ccc(Cl)cc1 (configuration not stated)	-35%	12%	-4%	10%	0%	11%	x	14%	1.2%
CCCCN(C)CCNC(=O)Cn1ncc2c(=O)oc3ccc(C)cc3c21	-8%	-5%	-1%	5%	3%	-4%	-0.8%	-0.5%	-1.9%
Cn1cnnc1SCC(=O)N/N=C/c1ccc(OCC(N)=O)cc1	-6%	10%	7%	4%	1%	8%	x	x	-1.4%
c1c2c(cc3sc(N4CCOCC4)nc13)OCCO2	-2%	-2%	-4%	8%	0%	6%	-6.4%	4.2%	-1.8%
CCC1CCCCN1CCCNC(=O)CCCNC(=O)Cn1cnc2sc3c(c2c1=O)CCCC3 (configuration not stated)	0%	-6%	-1%	7%	0%	5%	-8.5%	-0.5%	-0.1%
CCCCCC(=O)Nc1cccc(C2=NOC3(C2)C[C@@H](C(N)=O)N(C(=O)c2cc([N+](=O)[O-])cc([N+](=O)[O-])c2)C3)c1 (some centres not stated)	-1%	17%	-3%	13%	5%	11%	x	0.8%	-2.3%
CCOC(=O)COc1cccc2c(=O)n(CC(N)=O)ccc12	-6%	1%	-4%	3%	-3%	4%	x	1.3%	1.5%
COc1ccc(S(=O)(=O)NCC2CCCN(Cc3cccc(C(C)=O)c3)C2)cc1 (configuration not stated)	2%	7%	-1%	5%	0%	7%	x	-1.1%	1.8%
Cc1csc(SCCN2C(=O)c3ccccc3C2=O)n1	-9%	-7%	-5%	18%	9%	7%	-15%	0.8%	-0.2%
O=C(N/N=C/c1ccc(F)c(F)c1)c1cc2c(s1)-c1ccccc1CC2	-8%	3%	-3%	2%	-4%	12%	-5.2%	2.8%	2.5%
COc1ccc(CNC(=O)CCS(=O)(=O)c2ccc3c(c2)CC(C)N3C(=O)C2CC2)cc1 (configuration not stated)	-2%	6%	-6%	13%	0%	8%	x	2.5%	-0.9%
Cn1cccc1/C=N/NC(=O)c1sc2cc(Cl)ccc2c1Cl	-5%	24%	x	11%	-5%	x	-6.2%	4.0%	1.3%
COC(=O)c1cn(C(=O)c2ccccc2F)nc1N	-5%	-1%	-6%	5%	2%	13%	-2.8%	-0.6%	-2.5%
CCN(CC)CCSc1nnc2c3ccccc3n(Cc3ccccc3)c2n1	1%	-12%	-2%	11%	2%	15%	x	-2.4%	-2.0%
CC(=O)c1ccc(NC(=O)c2ccc(COc3ccccc3[N+](=O)[O-])o2)cc1	-3%	22%	-3%	5%	3%	4%	-6.3%	1.9%	-3.2%
CCCCCOC(=O)CSc1nc2c(c(=O)[nH]c(=O)n2C)n1Cc1ccc(Cl)cc1	1%	3%	-3%	-3%&4%	-4%	1%	-6.7%	0.8%	4.8%
O=C(Nc1ccccc1OC(F)F)c1oc2ccccc2c1COc1ccccc1	-8%	9%	-8%	12%	1%	-4%	-1.6%	1.8%	2.4%
O=[N+]([O-])/C=C\c1ccc(N2CCCC2)c(F)c1	2%	6%	-52%	12%	6%	10%	-2.9%	x	20%
O=C(c1cc(-c2ccccc2Cl)nc2ccccc12)N1CCN(c2ccccc2O)CC1	x	x	-4%	13%	x	2%	x	1.1%	x
CCCCN(CC(=O)NCCOC)C(=O)Cn1nnc2ccccc21	-7%	2%	-4%	7%	0%	5%	2.2%	0.9%	1.4%
COc1ccc(S(=O)(=O)N(CCc2ccccc2)CC(=O)O)cc1	-4%	1%	0%	1%	2%	-5%	-5.2%	1.0%	1.8%
CSCCC(NS(=O)(=O)c1ccc(Cl)cc1)C(=O)OCC(=O)N1CCOCC1 (configuration not stated)	x	x	-3%	7%	x	7%	x	2.1%	x

3 compounds already listed, ordered by number of heavy atoms, descending:
SMILES	LYP phosphatase	AID2073	Dengue-2 NS5 capping	Large T inhibition	SIAH1 antagonists	MgcRacGAP inhibition	XIAP displacement	RSV CPE inhibition	HIV fusion peptide	others
COCCNC(=O)C1CC(=O)N(c2ccc(OC)cc2)C1c1ccc(OC)cc1 (configuration not stated)	-5%	-3%	-4%	4%	2%	5%	-2.8%	-0.5%	2.4%
COc1cc(NS(=O)(=O)c2ccc3c(c2)oc(=O)n3C)cc(OC)c1OC	-11%	-2%	1%	0%	2%	3%	-2.7%	2.0%	-3.2%
CCCCN(CC(=O)NCCOC)C(=O)Cn1nnc2ccccc21	-7%	2%	-4%	7%	0%	5%	2.2%	0.9%	1.4%

Outcome played no part in choosing rows; any-hit rate near 1.7%.
